All columns: NCI-60 one-dose screen, growth in % after 48 h at 10 µM unless noted; 100 = growth as untreated, 0 = no growth, -100 = all killed.
TK-10 = TK-10 renal cancer cells; hit rate 3.9% among 81,000; AID 1794769
OVCAR-5 = OVCAR-5 ovarian cancer. hit rate 2.9% among 82,000. AID 1794783
SN12C = SN12C renal cancer cells | hit rate 3.8% among 81,000
OVCAR-4 = OVCAR-4 ovarian cancer cells. hit rate 3.7% among 80,000
IGROV1 = IGROV1 ovarian cancer; hit rate 4.7% among 79,000
UO-31 = UO-31 renal cancer; hit rate 5.2% among 81,000
786-0 = 786-0 renal cancer cells | hit rate 5.1% among 81,000 | AID 1794775
SK-OV-3 = SK-OV-3 ovarian cancer cells; hit rate 3.2% among 80,000
Numbers without * were called inactive; / = no result given; & = joins results of further samples. How the source made its calls: active means growth percent below 10; inactive means the rest.

SMILES	TK-10	OVCAR-5	SN12C	OVCAR-4	IGROV1	UO-31	786-0	SK-OV-3
COc1ccc(-c2nc(-c3ccccc3)c(-c3ccccc3)n2CCCCC(=O)O)cc1	99	103	/	97	97	84	93	97
CCc1ccc(Cc2ccccc2)cc1	103	107	104	100	105	77	91	101
C=C(C)[C@@H]1CC[C@]2(C(=O)N3CCN(C)CC3)CC[C@]3(C)[C@H](CC[C@@H]4[C@@]5(C)CC[C@H](OC(=O)c6cccnc6)C(C)(C)[C@@H]5CC[C@]43C)[C@@H]12	116	111	103	106	110	85	75	92
OC1CC2c3ccccc3C1c1ccccc12 (stereo not given)	97	113	106	100	/	96	99	112
NS(=O)(=O)c1cc2c(cc1Cl)NC(C(Cl)Cl)NS2(=O)=O (stereo not given)	121&98	97	103&93	114&97	109&101	87&91	104&88	114&106
O=C(NO)c1ccc(Cn2c(=O)n(CCc3ccccc3)c(=O)c3ccccc32)cc1	43	77	38	19	41	17	45	26
O=S(=O)(NCCNc1nccc(-c2c(-c3cccc(F)c3)nc3occn23)n1)c1ccc(C(F)(F)F)cc1	97	102	85	88	77	57	79	80
CCCS(=O)(=O)Oc1ccc(-c2ccc3sccc3c2)cc1	102	101	101	111	114	102	105	111
COc1ccc(C2c3ccccc3NC(=O)N2C2CCN(C)CC2)c(OC)c1 (stereo not given)	98	88	96	105	94	90	102	101
S=c1[nH]c2ccc(Cl)cc2s1	108	94	95	96	65	63	97	83
C=CCn1c(SC)nccc1=O	101	120	105	107	127	82	102	96
CC(C)(C)Nc1nc2c(OCCc3ccccc3)cccn2c1-c1ccc(Cl)cc1	21	29	10	18	24	0.1*	27	42
Clc1cccc(C2Cc3cnccc3-c3[nH]c4ccncc4c32)c1 (stereo not given)	53	86	56	36	53	39	60	51
COc1cc(/C=C/C(=O)c2ccc(Nc3ncnc4ccccc34)cc2)cc(OC)c1	79	101	71	80	60	51	52	128
O=C(Nc1ccc(Cl)cc1)Sc1nnc2c(n1)[nH]c1ccccc12	116	82	101	90	89	81	98	101
CC(=O)NS(=O)(=O)c1ccc(NC(=O)CSC2=NC(c3ccccc3)C(C(C)=O)=C(C)N2)cc1 (stereo not given)	116	104	111	113	108	91	103	100
Nc1nc2c(c(=O)[nH]1)CN(CCCN1CCN(CCCN3CNc4nc(N)[nH]c(=O)c4C3)CC1)CN2	117	112	96	102	109	82	97	115
OCCN1CCN(CCO)CC1	108&107&94	105&91&111	112&89&98	98&124	112&91&113	87&90&82	99&99&108	109&106&104
COc1ccc2c(c1)O/C(=C\c1ccc([N+](=O)[O-])o1)C2=O	-34*	12	6.9*	-1.3*	-14*	-74*	-27*	68
Cc1ccc(SC2c3ccc(C)cc3Oc3nc(N)c(C#N)c(N)c32)cc1 (stereo not given)	69	121	80	75	26	48	91	102
O=C(Cn1cc(CN2C(=O)c3ccc([N+](=O)[O-])cc3C2=O)nn1)Nc1ccccc1Br	104	106	103	113	98	88	107	90
CCOC(=O)CN1C(=O)c2ccc(C(=O)c3ccc4c(c3)C(=O)N(CC(=O)OCC)C4=O)cc2C1=O	97	101	104	116	117	98	104	/
COc1cc(/C=C/c2cc(/C=C/c3ccc(O)c(OC)c3)n(C(=O)Nc3ccc(F)cc3)n2)ccc1O	38	31	18	36	17	14	-6.9*	-19*
CC1=C(C(=O)Nc2ccccc2)C(c2ccc(-n3cncn3)cc2)n2c(nc3ccccc32)N1 (stereo not given)	110	104	108	90	109	86	102	91
Cc1cc(C)c2c(S(=O)(=O)N3CCC(C)CC3)[nH]nc2n1	96	106	95	106	110	95	92	90
CCOC(=O)c1ccccn1	94&102	94&101	95	112&107	105&133	90	100	101&102
N=C(N)c1ccc(Oc2ccc(C(=N)N)cc2)cc1	100	111	102	99	117	94	104	107
CNC(=O)c1cc(Oc2ccc3nc(NC(=O)Nc4ccc(Cl)c(Cl)c4)sc3c2)ccn1	66	86	57	-40*	55	40	41	74
O=S(=O)(NCCNc1nccc(-n2ccc3cccnc32)n1)c1ccccc1	104	97	94	101	93	102	100	114
CCC/C(=C\c1ccc(OCOC)c(OCOC)c1)C(=O)NC(Cc1ccccc1)C(O)C(=O)NCc1ccccc1 (stereo not given)	104	102	94	81	103	84	100	112
CCCNc1cc(=S)nc(N)[nH]1	131	104	95	110	111	84	106	111
O=C(CC(=O)C(F)(F)F)c1cccnc1	100	115	100	111	104	90	105	101
CC/C=C\C[C@H](O)C/C=C1\CC(CCO)=CC1=O	101	108	99	106	102	98	107	107
Cc1nc2sc(-c3nc4ccccc4[nH]3)c(N)c2c(C)c1Cl	76	92	58	68	72	68	95	91
Cc1cc2c(cc1Cl)C(=O)/C(=C/c1ccc(Cl)cc1)O2	115	112	108	109	107	94	100	101
CC(=O)Oc1ccc(C)cc1C	102	102	102	105	114	86	100	106

Another view of 11 compounds above.
The line under a structure holds: TK-10	OVCAR-5	SN12C	OVCAR-4	IGROV1	UO-31	786-0	SK-OV-3
> Cc1cc(C)c2c(S(=O)(=O)N3CCC(C)CC3)[nH]nc2n1
 : 96	106	95	106	110	95	92	90
> CCOC(=O)c1ccccn1
 : 94&102	94&101	95	112&107	105&133	90	100	101&102
> N=C(N)c1ccc(Oc2ccc(C(=N)N)cc2)cc1
 : 100	111	102	99	117	94	104	107
> CNC(=O)c1cc(Oc2ccc3nc(NC(=O)Nc4ccc(Cl)c(Cl)c4)sc3c2)ccn1
 : 66	86	57	-40*	55	40	41	74
> O=S(=O)(NCCNc1nccc(-n2ccc3cccnc32)n1)c1ccccc1
 : 104	97	94	101	93	102	100	114
> CCC/C(=C\c1ccc(OCOC)c(OCOC)c1)C(=O)NC(Cc1ccccc1)C(O)C(=O)NCc1ccccc1 (stereo not given)
 : 104	102	94	81	103	84	100	112
> CCCNc1cc(=S)nc(N)[nH]1
 : 131	104	95	110	111	84	106	111
> O=C(CC(=O)C(F)(F)F)c1cccnc1
 : 100	115	100	111	104	90	105	101
> CC/C=C\C[C@H](O)C/C=C1\CC(CCO)=CC1=O
 : 101	108	99	106	102	98	107	107
> Cc1nc2sc(-c3nc4ccccc4[nH]3)c(N)c2c(C)c1Cl
 : 76	92	58	68	72	68	95	91
> Cc1cc2c(cc1Cl)C(=O)/C(=C/c1ccc(Cl)cc1)O2
 : 115	112	108	109	107	94	100	101

The list continues:
SMILES	TK-10	OVCAR-5	SN12C	OVCAR-4	IGROV1	UO-31	786-0	SK-OV-3
COC(=O)Nc1cc(C(=O)NCCC(=N)N)cn1C	121	97	/	90	104	84	92	102
Cc1ncc(C(O)c2ccccc2)n1Cc1ccccc1 (stereo not given)	106	97	99	/	94	93	109	98
COc1ccc(-c2cc(-c3ccc(OC)c(OC)c3)nc(SCCCC(=O)O)n2)cc1	106	101	93	91	99	67	100	95
CC1=CN2C(=NC3=C(CCCC/C3=C\c3ccc(Cl)cc3)C2c2ccc(Cl)cc2)S1 (stereo not given)	102	107	110	109	105	91	113	106
CCC(=O)COC(C)=O	105	94	100	99	114	94	97	109
Cc1ccc(/C=C/C(=O)c2ccc(O)c(CN3CCN(c4cc5c(cc4F)c(=O)c(C(=O)O)cn5C4CC4)CC3)c2)cc1	101	65	30	82	62	47	73	83
CCCCNC(=O)n1ncc2ccc([N+](=O)[O-])cc21	111	103	101	111	76	79	102	100
Cc1[nH][nH]c(=O)c1C(CC(=O)O)c1cc(=O)oc2ccc(Cl)cc12 (stereo not given)	92	116	/	99	104	89	100	94
NC(=O)c1ccccc1C(=O)c1ccccc1	104	96	103	109	99	97	105	107
Cc1cc2nc3c4ccccc4n(CC4=NCCN4)c3nc2cc1C	64	-77*	-6.7*	-0.8*	16	-95*	-97*	16
CNC(=O)OCc1c(COC(=O)NC)c(-c2ccc(F)cc2)n2c1CCC2	88	102	86	82	65	60	94	87
Cc1ccc(Nc2cccc3c2C(=O)c2cccc(Nc4ccc(C)c(S(=O)(=O)O)c4)c2C3=O)cc1S(=O)(=O)O	104	99	108	101	81	65	107	110
CCOC(=O)C(C)(F)C#N (stereo not given)	106	111	97	98	100	91	97	92
CCOC(=O)C(CC(c1ccccc1)N1CCCCC1)[N+](=O)[O-] (stereo not given)	112	104	77	97	76	46	93	98
Cc1ccc2nc(-c3ccc(N(C)C)c(Br)c3)cn2c1	146	93	95	115	-8.8*	/	88	94
Cc1ccc(-c2nc(C(Cl)Cl)n3nc(-c4ccccc4)cc3n2)cc1	-69*	120	70	48	56	47	18	/
CN(N=O)c1ccc(Cc2ccc(N(C)N=O)cc2)cc1	67	91	93	72	72	67	83	87
O=C(NCCCNC(=O)c1ccc[nH]c1=O)c1cc(-c2ccccc2)on1	90	59	84	60	86	85	98	93
C=CCN1C(=S)N(/N=C/C=C/CCC)[C@]23C(=O)c4ccccc4[C@]12OC(N)=C3C#N	112	101	96	94	106	62	97	88
O=c1oc2ccccc2c(Cl)c1Cl	94	88	18	92	47	62	47	95
CCOC(=O)/C(=C\c1ccc(Cl)cc1)C(C)=O	96	98	94	95	104	80	105	111
CCc1cc(N)c(S(=O)(=O)O)cc1Cl	104	108	98	118	125	94	102	104
COc1ccc(-c2cnc3ccccc3n2)cc1	91	93	94	94	95	82	95	99
Cc1cccc(C)c1O	97	96	97	89	112	84	98	112
O=C1Nc2ccc(F)cc2/C1=N/c1nnc(Sc2ccccc2)s1	111	113	95	95	80	80	105	97
CCCCC[n+]1ccc(SCC(=O)N(C)c2ccc(OC)cc2)c2ccccc21	108	100	96	86	104	92	95	116
CN(N)c1nc2sc3c(c2c(=O)[nH]1)CCCC3	111	131	104	103	90	73	98	83
Fc1ccc(C2=NN(c3ccccc3)C(c3cccc(Nc4ccnc5cc(C(F)(F)F)ccc45)c3)C2)cc1 (stereo not given)	93	105	100	74	96	60	88	97
CC(=O)Oc1c(C)c(C)c2c(c1C)CCC(C)(CCCC(C)CCCC(C)CCCC(C)C)O2 (stereo not given)	104	104	106	/	93	84	99	114
CC(C)=CCC/C(C)=C\C(N)=O	105	92	102	105	105	89	93	114
COc1cccc(C2CC(=O)Nc3c(-c4ccc(F)cc4)nsc32)c1 (stereo not given)	85	100	96	71	90	73	91	94
CCOC(=O)c1noc2c1CCc1cn(Cc3ccccc3)cc1-2	92	108	113	114	109	81	91	84
CCCc1ncccc1O	82	107	101	114	97	97	101	106
Cc1cc(NC(=O)c2ccc(N=Nc3c(S(=O)(=O)O)cc4cc(NC(=O)c5ccc(N)cc5)ccc4c3O)cc2)ccc1N=Nc1ccc2cc(S(=O)(=O)O)cc(S(=O)(=O)O)c2c1	99	112	105	99	97	91	95	101
COC(=O)c1ccc2c(c1)nc(-c1ccc(Cl)cc1)n2-c1ccc(OC)cc1	108	106	96	113	83	73	102	104
CC(C)CSc1nc(NCCc2c[nH]c3ccccc23)c(C#N)c(-c2ccc(Cl)cc2)n1	108	81	/	78	96	65	67	82
O=C(N=C1C(=O)C2(CCCCC2)C2(N=C(c3ccccc3)OC2=O)C12CCCCC2)c1ccccc1 (stereo not given)	86	86	78	74	75	58	78	99
CC1Cc2c(ncn3c(-c4ccccc4)nnc23)N(C)c2ccccc21 (stereo not given)	99	106	95	105	/	86	99	104
O=C1CCCCN1CCCCC#Cc1cccc(C#Cc2cccnc2)c1	229	101	90	94	79	59	90&116	109
Nc1ccc(Nc2ccccc2)c(N)c1	119	117	86	93	/	50	94	119
CCOC(=O)C(Cc1c[nH]c2ccccc12)NC(=O)C(Cc1ccccc1)NC(=O)C(Cc1cnc[nH]1)NC(=O)OCc1ccccc1 (stereo not given)	117	88	104	119	18	81	102	103
COc1ccc(CN2C(=O)CCC2C(=O)NCCc2ccccc2)cc1 (stereo not given)	102	87	93	115	104	93	99	105
O=C(OC1CCCC1)C1(O)CCCCC1	102	117	105	115	109	93	102	99
Clc1ccc(-c2ccnc3c2c(-c2ccccc2)nn3-c2ccccc2)cc1	111	102	100	104	109	98	100	119
COc1cc(C(=O)C[n+]2ccc3ccccc3c2)cc(OC)c1OC	112	102	90	104	96	94	102	97
COC(=O)[C@]1(C)CCC[C@]2(C)[C@H]3C[C@H]4[C@H]5[C@@H]6C/C(=C\c7cccc(OC)c7OC)C(=O)[C@H]5[C@@]3(CC[C@H]21)C[C@@]4(C(C)C)O6	114	106	82	45	52	58	87	83
CCOC(=O)c1c(C)nc2c(c1N)/C(=C/c1cccs1)C(=O)N2Cc1ccc(C(F)(F)F)cc1	80	92	91	95	65	62	80	99
CCOC(=O)C1=C(N)N(c2ccc(C)cc2)C2=C(C(=O)CC(C)(C)C2)C1c1ccccc1Br (stereo not given)	110	98	85	83	110	76	84	92
O=[N+]([O-])c1cccc(/C=N/NC(=S)NC23CC4CC(CC(C4)C2)C3)c1	97	101	83	40	76	90	80	62
CCCCCCCCCCCCCCCCCC1=NCCN1CCO	88	83	86	115	26	49	76	98
Oc1ccc(-c2nnc(CNc3ccc(F)c(Cl)c3)o2)cc1	112	115	110	102	95	90	103	112
CCCNC(=O)CCCNc1ncnc2c1ncn2-c1ccccc1	111	96	89	101	94	83	109	97
COc1ccc([N+](=O)[O-])c(OC)c1C(=O)NCC1CC1	104	109	102	95	109	94	99	102
C=C1CC[C@@H]2[C@](C)(C=O)[C@@H](O)CC[C@@]2(C)[C@@H]1COc1ccc2ccc(=O)oc2c1	92	114	89	99	114	82	81	111
Clc1ccc(C(Cn2ccnc2)OCc2ccsc2Cl)c(Cl)c1 (stereo not given)	72	69	66	53	41	26	56	71
C=C1C[C@H]2C[C@H](C)[C@H]3CC[C@H](C)C4=C3[C@@](O)(OC4=O)[C@@]2(C)C1	107	104	100	105	92	64	106	97
